Platelet DG rel – platelet dense granule release activity. human platelet-rich plasma, SFLLRN dense granule ATP release, luminescence. 300,000 tested, 0.22% active. inhibition, %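 (compounds screened at 7.5 µM in platelet-rich plasma)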;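 active means mean replicate score, as percent of positive control, at or above 50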
HSF1 inh – HSF1 inhibition. activity change, negative = inhibition, % at 7.5 µM (by protocol). NIH3T3-HGL HSE-luciferase, MG132-induced, luminescence 8 h; hits give low values. AID 2098. 300,000 tested, 0.77% active;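 active means more than half of replicate wells show activity change below -50%, luminescence cut by over half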;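 further: luciferase reports HSF-1 transcriptional activity via heat shock element; 0% = median of DMSO wells and -100% = zero luminescence signal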
HSP90 refold inh – HSP90 refolding inhibition in rabbit reticulocyte lysate. luciferase refolding luminescence, 3 h. 290,000 tested, 0.91% active. inhibition, % at 5.6 µM;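 active means inhibition above the screen-wide mean plus 3 SD, computed separately per campaign, cut at about 16% in these data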;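 further: 0% = DMSO wells and 100% = 60 µM geldanamycin wells; inhibitors lower the luminescence because luciferase stays unfolded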
HDAC3 inhib – blocks human histone deacetylase 3; inhibition, % at 8.3 µM; recombinant HDAC3, fluorogenic peptide/trypsin coupled, fluorescence; O15379; 320,000 tested, 0.15% active; in the data active means inhibition above about 26%, passing the limit was not always enough
Target sequence (O15379 whole entry, looked up): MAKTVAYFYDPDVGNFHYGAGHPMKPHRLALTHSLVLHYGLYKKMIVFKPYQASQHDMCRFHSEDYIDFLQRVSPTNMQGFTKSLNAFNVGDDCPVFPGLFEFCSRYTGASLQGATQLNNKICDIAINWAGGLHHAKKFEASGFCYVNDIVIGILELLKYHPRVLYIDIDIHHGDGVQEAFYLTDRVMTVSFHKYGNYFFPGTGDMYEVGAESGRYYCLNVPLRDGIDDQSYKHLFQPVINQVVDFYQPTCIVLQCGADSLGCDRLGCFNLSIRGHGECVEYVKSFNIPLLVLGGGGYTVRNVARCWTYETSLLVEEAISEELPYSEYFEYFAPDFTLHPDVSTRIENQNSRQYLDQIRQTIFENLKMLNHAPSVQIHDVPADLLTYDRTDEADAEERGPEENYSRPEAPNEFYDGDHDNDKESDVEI
IEC-6 cytotox – IEC-6 cytotoxicity, counter-screen for KLF5 inhibitors. luminescence viability. inhibition, % at 5 µM. 290,000 tested, 0.78% active. AID 1825; in the data active means inhibition above about 22%;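 further: 0% = plate median of test compound wells and 100% = cytotoxic reference compound wells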
HSF-1 act – increases HSF-1 driven luciferase reporter signal. activation, % at 9 µM. NIH3T3-HGL HSF-1 luciferase reporter, MG132, 8 h; 100% = twice DMSO control signal. 300,000 tested, 1.7% active;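 active means mean replicate activation of at least 50% with a set share of replicates each reaching 50%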;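 further: 0% = median of the neutral control wells and 100% = twice that signal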
KLF5 inh – suppresses KLF5 promoter-driven expression; DLD-1 KLF5 promoter-luciferase reporter, luminescence; inhibition, % at 5 µM; 290,000 tested, 0.23% active;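 active means inhibition above a per-plate limit of that plate's mean compound inhibition plus 3 SD, cut at about 60% in these data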;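 further: 0% = DMSO wells and 100% = LY294002 at 200 µM; higher means less KLF5 promoter-driven luciferase light; inactives centre near -14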
AI-2 QS modul – modulators of Vibrio harveyi AI-2 quorum sensing system; activity change, % at 7.5 µM; Vibrio harveyi JMH597 AI-2 luminescence/OD600 ratio, 9 h; hits give low values; strain lacks LuxN and CqsS sensors; 0 = neutral-control median; 300,000 tested, 0.4% active; in the data active means activity change below about -75%, passing the limit was not always enough;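 further: luminescence divided by OD600 gain over 9 h not by final OD600 alone; inactives centre near 13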
HIF act – HIF pathway transcriptional activation | 300,000 tested, 0.32% active | activation, % at 7.5 µM (by protocol) | U2OS HRE-luciferase reporter, luminescence; normalized: DMSO 0%, desferrioxamine 100% | AID 1910;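 active means mean activation of at least 10% of the iron chelator positive control signal, with at least half of replicates also reaching 10%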
aSyn UTR inh – MLPCN primary screen, SNCA 5' untranslated region; alpha-synuclein 5'UTR reporter, inhibitor activity; inhibition, % (tested at 7.5 µM); 300,000 tested, 0.82% active; AID 1813; in the data active means inhibition above about 60%;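 further: H4 neuroglioblastoma cells stably carrying SNCA 5'UTR luciferase fusion; 0% = DMSO wells and 100% = positive control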
The depositor's hits bear a star; . = not tested or not shown.

SMILES	Platelet DG rel	HSF1 inh	HSP90 refold inh	HDAC3 inhib	IEC-6 cytotox	HSF-1 act	KLF5 inh	AI-2 QS modul	HIF act	aSyn UTR inh
Cc1ccc(/C=N/NC(=O)Cn2cnc3ccccc32)o1	-2	-6	-1	10	5	4	-9	16	-0.2	27
N#Cc1cccc(OCC(=O)NC(=O)NCc2ccccc2)c1	0	16	0	-2	4	23	4	23	1.9	3
O=C(OCc1nnc(-c2ccccc2)o1)c1cc(S(=O)(=O)N2CCOCC2)ccc1F	-3	-1	.	1	.	-14	.	26	-0.5	8
COc1cccc2c(C)nc(Nc3nc(CSc4nnc(C)s4)cc(=O)[nH]3)nc12	0	-4	4	2	1	-11	-24	15	-0.2	-15
COc1cc(N(C)C)c([N+](=O)[O-])cc1C(=O)NC(C)CNc1ccc([N+](=O)[O-])cc1Cl (stereo not drawn)	-13	3	1	-5	-2	17	-25	7	1.8	40
Cc1ccc(CNC(=O)CC(C)S(=O)(=O)c2ccc3c(c2)NC(=O)C(C)S3)cc1 (stereo not drawn)	-6	3	-4	2	2	-11	-10	21	-0.1	-1
COCCNC(=S)Nc1cc(S(=O)(=O)N2CCOCC2)ccc1N1CCCCC1	-3	-4	-2	1	-10	-2	-19	5	0.2	-11
CC(NC(=O)c1cc(COc2c(F)cccc2F)on1)c1cnn(-c2ccccc2)c1 (stereo not drawn)	-2	17	2	1	2	32	-100	-35	1.7	-91
CC(c1ccco1)N(C(=O)Nc1ccccc1)C1CCCCC1 (stereo not drawn)	-6	2	2	2	-2	9	-9	23	0.1	-2
CC(C)NC(=O)NC(=O)COC(=O)C1(C)CC1(Cl)Cl (stereo not drawn)	0	6	-2	6	2	-10	-26	21	-0.5	6
CCS(=O)(=O)NCCc1csc(C)n1	-1	-12	2	-13	-1	-4	-30	23	-0.1	0
O=C1NN(c2ccccc2)C(=O)/C1=C/c1ccc(-c2ccc(C(=O)O)cc2)o1	-2	-8	1	4	-22	-7	-54	33	0.1	-38
O=C(Nc1cc(C(F)(F)F)ccc1N1CCOCC1)c1cccnc1Cl	-8	-3	7	7	9	-2	-24	7	-0.2	12
Cc1cc2ccccc2n2c(SCC(=O)NCC3CCCO3)nnc12 (stereo not drawn)	-6	-1	-2	-9	-2	5	-7	2	-0.3	-2
CN1CCN(NC(=O)c2ccc(S(=O)(=O)N3CCCCCC3)cc2)CC1	0	-3	-3	-10	3	6	8	19	-0.3	40
CCC(C)[C@H](NC(=O)c1cc2cc(Cl)ccc2n1C)C(=O)N1CCC[C@H]1C(=O)O (stereo partly drawn)	1	0	-5	-3	-2	-2	18	13	0.1	18
Cc1ccc(OCC(=O)Nc2cccc(S(=O)(=O)NC3=NCCCCC3)c2)cc1C	11	8	-2	4	6	12	-19	26	0.8	14
CCOC(=O)C(NC(=O)c1ccccc1)(N1CCOCC1)C(F)(F)F (stereo not drawn)	0	-1	4	10	1	-5	-18	21	0.8	1
CC(C)(C)N1NC(=O)Nc2ccccc2C1=O	3	1	-1	-6	1	18	-7	25	-2.7	4
CC(C)NS(=O)(=O)c1ccc2c(c1)NCC2	11	-10	-3	-1	-2	16	7	4	2.7	-23
CC1(C)CCC(=O)C=C1Nc1ccc(F)c(Cl)c1	-2	5	-1	8	-10	17	-43	18	1.6	8
CCC(=O)N(CC)Cc1cc(=O)[nH]c2ccccc12	4	-2	5	1	8	13	4	5	-0.3	6
CN1C(=O)C(CC(=O)NCCc2ccccc2)N(NC(=O)c2ccc(Cl)cc2)C1=S (stereo not drawn)	2	0	1	1	-6	15	-5	12	-0.3	19
Cc1ccc(CC(=O)OCCNC(=O)c2cccnc2)cc1	4	-6	0	14	-1	-1	-47	25	.	1
CC(=O)c1cccc(NC(=O)N2CCC(NC(=O)C34CC5CC(CC(C5)C3)C4)CC2)c1	5	6	-1	-5	1	1	-25	2	-0.7	20

5 records picked at random from the list so far:
SMILES	Platelet DG rel	HSF1 inh	HSP90 refold inh	HDAC3 inhib	IEC-6 cytotox	HSF-1 act	KLF5 inh	AI-2 QS modul	HIF act	aSyn UTR inh
Cc1cc2ccccc2n2c(SCC(=O)NCC3CCCO3)nnc12 (stereo not drawn)	-6	-1	-2	-9	-2	5	-7	2	-0.3	-2
CC(C)NS(=O)(=O)c1ccc2c(c1)NCC2	11	-10	-3	-1	-2	16	7	4	2.7	-23
CC(C)(C)N1NC(=O)Nc2ccccc2C1=O	3	1	-1	-6	1	18	-7	25	-2.7	4
CCS(=O)(=O)NCCc1csc(C)n1	-1	-12	2	-13	-1	-4	-30	23	-0.1	0
N#Cc1cccc(OCC(=O)NC(=O)NCc2ccccc2)c1	0	16	0	-2	4	23	4	23	1.9	3

(further entries)
SMILES	Platelet DG rel	HSF1 inh	HSP90 refold inh	HDAC3 inhib	IEC-6 cytotox	HSF-1 act	KLF5 inh	AI-2 QS modul	HIF act	aSyn UTR inh
COc1cccc(C(O)c2nc3ccccc3n2C(C)C)c1 (stereo not drawn)	-3	2	3	0	-6	6	0	9	0.1	26
CN(C)c1ccc(/C=N/Nc2nc3ccccc3o2)cc1	4	22	45*	-1	0	16	43	-6	-1.3	67*
CCCCn1c(SCc2nnc(-c3ccccc3)o2)nc2c1c(=O)n(C)c(=O)n2C	12	6	-2	0	-2	5	10	.	0.0	3
Cc1ccc(C(=O)Nc2ccc(N3CCOCC3)cc2)cc1	5	5	0	.	-4	1	-33	4	-0.5	-95
N#Cc1nc(-c2ccc(OCc3ccccc3)cc2)oc1N1CCC(C(N)=O)CC1	-1	-1	-1	-1	4	3	-16	10	-0.2	3
COc1ccc2cc(CCNC(=O)c3ccco3)c(=O)[nH]c2c1	-19	17	3	3	2	29	-192	-4	3.2	-117
CCN(CC)c1ccc(/C=N/NC(=O)CNC(=O)c2cccs2)cc1	13	-7	-2	-36	-2	3	-13	44	0.7	2
Cc1cccc(NC(=O)c2sc3nc(N)c(C#N)cc3c2N)c1	13	-1	-2	0	1	19	-10	10	2.2	-156
COc1ccc(-c2oc(/N=C/N3CCOCC3)c(C#N)c2-c2ccc(OC)cc2)cc1	-1	-6	0	3	-4	-13	-22	14	-0.4	7
O=C(NC1CCCC1)c1ccc(CNc2c(N3CCOCC3)c(=O)c2=O)cc1	-1	1	-2	-1	-3	-1	-22	12	-0.3	-2
COc1ccc(COC(=O)c2cc(S(=O)(=O)N3CCCCC3)ccc2N2CCOCC2)cc1	5	5	.	-2	.	13	.	30	0.0	-1
Oc1ccccc1/C=N/n1cnn(Cc2ccccc2Cl)c1=S	1	-5	-1	8	-10	1	-9	3	-0.5	10
COc1ccc2oc(=O)c(C(=O)NCc3ccco3)cc2c1	-16	3	0	.	-2	15	-17	13	0.7	-42
CC(=O)N(c1nc(CCl)cs1)c1ccc(C)cc1C	-18	-12	3	.	-9	-9	-53	-24	-0.4	-36
CC(C)[C@H](NC(=O)OCc1ccccc1)C(=O)N[C@@H](Cc1c[nH]c2ccccc12)C(=O)O	-3	-2	.	0	.	-17	.	4	0.0	8
CC(=O)c1cccc(N2C(=NC(=O)C3CCCCC3)SC3CS(=O)(=O)CC32)c1 (stereo not drawn)	-3	4	-1	-1	7	13	1	2	0.0	3
Cc1ccc(-c2ccc(=O)[nH]n2)cc1	-11	24	0	-1	0	55*	-14	12	-0.4	29
Nc1nc(N)c(C=Nc2ccc(Br)cc2)c(Nc2ccc(Br)cc2)n1	-1	38	3	4	4	67*	-26	-12	-1.5	-7
COc1c(Br)cc(/C=N/n2c(-c3ccccc3)n[nH]c2=S)c(O)c1Br	-2	-1	-3	-8	4	-6	-10	85	-46	-4
O=Cc1cccn1Cc1ccc(Cl)cc1Cl	-4	3	3	-6	-3	-19	-12	0	-0.2	16
Cc1cccc(C)c1NC(=O)CNCC(=O)Nc1c(C)cccc1C	23	-10	-3	-13	-4	-29	-45	12	-0.3	-4
COc1ccc(CNC(=O)Cn2nc([N+](=O)[O-])c(Br)c2C)cc1	8	-5	-1	-9	-7	-7	-27	15	0.0	0
Cc1nn(Cc2ccc(Cl)cc2Cl)c(C)c1NC(=O)c1sc2ccccc2c1Cl	-4	11	0	0	1	1	-16	28	0.7	8
CCc1nc(NCCN2CCOCC2)c2oc3ccccc3c2n1	1	0	3	1	5	2	-8	26	-0.1	34
O=C(CCCn1c(=S)[nH]c2ccsc2c1=O)Nc1ccc2c(c1)OCCO2	2	-45	5	-1	8	-52	1	14	-1.7	-12

(cont.)
SMILES	Platelet DG rel	HSF1 inh	HSP90 refold inh	HDAC3 inhib	IEC-6 cytotox	HSF-1 act	KLF5 inh	AI-2 QS modul	HIF act	aSyn UTR inh
O=C(CSc1ccccc1)Nc1ccncc1	4	-1	0	1	2	12	-34	14	1.5	-31
COc1ccc(CN2C(=O)CN=C2Nc2ccc(C)cc2C)cc1	.	3	-1	2	0	26	-61	10	0.2	-9
CC(OC(=O)CCC(=O)c1ccc(F)cc1)C(=O)NC1CCCCC1C (stereo not drawn)	-7	-6	-4	-2	0	-8	-3	7	-0.4	5
O=C(CCC1COc2ccccc2O1)Nc1ncccc1O (stereo not drawn)	3	8	-2	23	-6	-7	-27	24	0.1	-24
Cc1ccc(NC(=O)Nc2ccnc(-c3cccnc3)n2)cc1	11	.	-2	-4	-3	.	-33	19	-1.1	110*
Cc1cc(NS(=O)(=O)c2ccc(NC(=O)NC3CCCCC3)cc2)no1	-1	-1	2	-3	3	-6	-16	31	0.2	32
Cc1cc(C)c(C)c(S(=O)(=O)N[C@@H](C)C(=O)OC(C)C(=O)NC(N)=O)c1C (stereo partly drawn)	5	6	4	-1	-2	-15	-19	16	-0.1	-25
CC(NC(=S)Nc1ccccc1)C1COc2ccccc2O1 (stereo not drawn)	7	8	-5	6	-1	5	1	10	-0.3	16
Cc1c(NC(=S)N/C(=N/S(=O)(=O)c2ccc(Cl)cc2)c2ccccc2)c(=O)n(-c2ccccc2)n1C	-4	-5	7	0	6	-4	-8	33	-0.3	2
Nc1ccn(-c2ncc(C(F)(F)F)cc2Cl)c(=O)n1	3	-1	4	2	1	-3	-38	29	-1.3	13
Cc1ccsc1/C=C(\C#N)C(=O)NCc1ccco1	5	6	3	-4	10	15	-6	10	1.4	14
C/C(=N/NC(=O)CNC(=O)c1cccs1)c1ccco1	-9	0	1	3	-1	1	-30	4	-0.6	-4
Cc1nn(-c2ccccc2)c2c1/C(=N/O)CC(C)(C)C2	-17	1	-2	-9	0	-2	-15	7	-0.4	17
CN(C)S(=O)(=O)c1ccc(Oc2ccccc2)cc1	1	3	2	-3	-7	16	-23	-93*	0.2	5
CC(OC(=O)C1CCN(S(=O)(=O)c2ccc(F)cc2)CC1)C(=O)NC1CCCCC1C (stereo not drawn)	2	-2	.	-5	.	-6	.	11	0.0	-10
C=CCN(C(=O)Cn1nc(C)n2c(cc3cc(C)ccc32)c1=O)c1ccccc1	-4	-4	0	3	4	-5	-20	-5	0.2	-11
N#CC1=C(N)C(C#N)(C#N)[C@H](c2ccoc2)[C@H]2CN(Cc3ccccc3)CC=C12	4	0	-2	2	0	-26	-8	12	0.3	-30
CNC(=O)CSc1nnc(-c2ccco2)n1-c1cccc(OC)c1	15	-4	-1	-3	1	5	-51	24	-0.6	8
O=C(Oc1ccc(Br)cc1C(=S)N1CCCCC1)c1cc([N+](=O)[O-])cc([N+](=O)[O-])c1	-11	-8	-3	-3	0	-23	-17	15	0.2	8
COc1ccc(-c2noc(CN(C)C3CCOCC3)n2)cc1	9	-5	1	-4	-4	-12	-53	20	-0.4	-17
COc1cc(C(C)=O)ccc1OC(=O)CN1C(=O)c2ccccc2C1=O	-1	-1	-4	6	-7	18	-3	7	-22	-5
CCOC(=O)c1[nH]nc(C(=O)c2ccc(Br)cc2)c1O	3	10	-2	-4	1	24	-31	9	1.4	-42

An unsorted share of the library; 5% or so of the library scored in one or more.
